BRCT PPI red = BRCT-phosphoprotein interaction inhibition (red fluorophore); 0.03% of 75,000 active; P38398; Potency, µM (top dose mostly 76.9 µM), for the others: at the top dose activity change, negative = inhibition, most hits filed as inhibitors; BRCT-phosphopeptide binding, red fluorescence polarization; also: % is scaled to controls: 0 for no effect and ±100 for the full control effect
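Fluorescence polarization: 100 nM His-tagged BRCA1 BRCT with 100 nM TAMRA-labelled phospho-BACH1 decapeptide, phosphate buffer pH 7.3 with 150 mM NaCl, DTT, 0.01% Tween 20; 12 min RT. Binding inhibition seen as FP decrease.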
HEK293 cAMP ctrl = counter-screen for TSHR agonists: cAMP increase in parental HEK293; AID 938; parental HEK293 CNG cAMP sensor, membrane potential fluorescence; Potency, µM (titrated, usually from 57.1 µM), without a hit: top-dose activation, hits mostly activators; 2.5% of 73,000 active; also: potency is read from the fitted curve at half-maximal effect; % of control where 0% means no effect; nearly all actives have a fitted effect of over 55% in size
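Parental HEK 293 cells stably expressing a cAMP-gated CNG channel were loaded with membrane potential dye containing 100 uM RO 20-1724 for 60 min. Compound added for 30 min; depolarization read as fluorescence intensity at 590 nm.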
BRCT PPI green = blocks human BRCA1 BRCT binding to phosphopeptide, green readout; P38398; BRCA1 BRCT-phosphopeptide binding, green fluorescence polarization; Potency, µM (top dose mostly 76.9 µM), without a hit: at the highest dose activity change, negative = inhibition, most hits filed as inhibitors; 0.05% of 75,000 active;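 also: potency is read from the fitted curve at half-maximal effect; plate controls were peptide without protein for full effect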
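Fluorescence polarization: His-tagged BRCT (~35 kDa BRCA1 C-terminus, 250 nM) bound to 100 nM fluorescein-labeled phosphorylated 10-aa BACH1 peptide, pH 7.3 phosphate buffer with DTT and Tween 20. Compounds incubated 12 min at room temperature; inhibition read as lowered polarization.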
Casp1 inh = caspase-1 (human) inhibition, allosteric or competitive; P29466; Caspase-1 enzyme, Ac-WEHD-AFC fluorogenic rate; Potency, µM (highest dose often 57.5 µM), inactives show at the top dose activity change, negative = inhibition, actives largely listed as inhibitors; 0.03% of 75,000 active; AID 900;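 also: potency is read from the fitted curve at half-maximal effect; plate controls were vehicle for no effect and no substrate for full effect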
4MU fluor = 4-MU region autofluorescence; compound autofluorescence, 340/450 nm, 4-MU equivalents; stronger effect = higher value; max dye-equivalent concentration, M; 11% of 59,000 active; in the data active = max dye-equivalent concentration above about 10 nM; inconclusive = mostly about 1.1 nM to 9.6 nM
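Compounds in 100 mM Tris, pH 8.0, sat 15 min at room temperature before fluorescence was read at 340 nm excitation/450 nm emission; a per-plate six-point 4-MU standard curve converted signals to dye-equivalent concentration at each compound concentration.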
Fluorescein autfl = fluorescein region autofluorescence; Compound autofluorescence, 480/540 nm, fluorescein-equivalent; stronger effect = higher value; max fluorescein-equivalent concentration, M; 0.91% of 59,000 active; AID 593; in the data active = max fluorescein-equivalent concentration above about 10 nM; inconclusive = between about 1.1 nM and that limit
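First, buffer (100 mM Tris, pH 8.0) dispensed; second, compounds and fluorescein standards pinned in; third, 15 min room-temperature incubation; finally, imaging at ex 480 nm/em 540 nm. Fluorescence normalized against the six-point fluorescein curve.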
A350 fluor = A350 region autofluorescence; Compound autofluorescence, 340/450 nm, Alexa 350 dye-equivalents; stronger effect = higher value; max dye-equivalent concentration, M; 11% of 59,000 active; in the data active = max dye-equivalent concentration above about 10 nM; inconclusive = mostly about 1.1 nM to 9.6 nM
Caspase-7 inhib = allosteric or competitive inhibitors of human caspase-7 | P55210 | recombinant caspase-7, Ac-DEVD-AFC fluorescence rate | Potency, µM (series often up to 57.5 µM), inactives show at the highest dose activity change, negative = inhibition, actives largely listed as inhibitors | 0.02% of 75,000 active | AID 889; active = well fitted inhibition curve with a large enough effect in the main read-out, with a control signal flat, not every such curve was filed as active; inconclusive = small, poorly fitted or top-dose-only effect, or a change in a side signal; also: potency is read from the fitted curve at half-maximal effect; % of control where 0% means no effect
Texas Red fluor = compounds fluorescent in Texas Red spectral region | 0.06% of 59,000 active | Compound fluorescence, Texas Red channel, 547/618 nm; stronger effect = higher value | max dye-equivalent concentration, M | AID 587; in the data active = max dye-equivalent concentration above about 10 nM; inconclusive = between about 1.1 nM and that limit
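Texas Red-region profiling: compounds in 100 mM Tris pH 8.0 were read at 547/618 nm after 15 min at room temperature. Intensities were normalized against a six-point Texas Red standard series to give dye-equivalent concentration.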
Rhodamine fluor = compound autofluorescence in rhodamine spectral region | Rhodamine-region fluorescence, 547/598 nm, Tris buffer; stronger effect = higher value | max dye-equivalent concentration, M | 0.05% of 59,000 active | AID 594; in the data active = max dye-equivalent concentration above about 11 nM; inconclusive = between about 1.1 nM and that limit
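Steps: pin-transfer compounds into pH 8.0 Tris (100 mM), hold 15 min at room temperature, image with a 547/598 nm filter pair, and convert intensities to rhodamine-equivalent concentration using a six-point on-plate rhodamine series.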
USP2a inh = inhibitors of human ubiquitin-specific protease USP2a; O75604; 0.1% of 60,000 active; Potency, µM (doses to about 38.3 µM), for inactives: top-dose activity change, negative = inhibition, usual class: inhibitors; USP2a enzymatic assay, qHTS inhibition; AID 927;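 also: potency is read from the fitted curve at half-maximal effect; nearly all actives have a fitted effect of over 60% in size; plate controls were DMSO for no effect and NEM full inhibition control for full effect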
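USP2 core (20 nM final) was preincubated with compound for 30 min at RT in 20 mM Tris-HCl pH 8.0, 2 mM CaCl2, 2 mM beta-mercaptoethanol; Ub-PLA2 (20 nM) plus NBD C6-HPC (20 uM) then added, fluorescence read after 2.5 h.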
Numbers without * were called inactive; i = inactive; u = inconclusive; x = no result given; [ ] = another dose, or the depositor's remark. Unless noted, calls follow the shape of the dose curve; as a rule, active = well fitted curve in the direction sought with a large enough effect; inconclusive = small, poorly fitted or top-dose-only effect, or another doubt; inactive = no such curve, though single readings can be large; an effect the other way counts as inactive or inconclusive.

SMILES	BRCT PPI red	HEK293 cAMP ctrl	BRCT PPI green	Casp1 inh	4MU fluor	Fluorescein autfl	A350 fluor	Caspase-7 inhib	Texas Red fluor	Rhodamine fluor	USP2a inh
NCC[C@H](O)C(=O)N[C@H]1C[C@@H](N)[C@@H](O[C@H]2O[C@@H](CN)[C@@H](O)[C@@H](O)[C@@H]2O)[C@@H](O)[C@@H]1O[C@H]1O[C@@H](CO)[C@@H](O)[C@@H](N)[C@@H]1O	-0.5%[34.4 µM]	9%[25.6 µM]	-3.1%[34.4 µM]	1%[25.7 µM]	i	u	i	0%[25.7 µM]	i	i	0%[17.1 µM]
O=C(NCCCN1CCCC1=O)c1cccc(C(F)(F)F)c1	0.0%	14%	-1.4%	-1%	i	i	i	1%	i	i	-4%
COc1ncc2nc(C)c(=O)n(C)c2n1	-0.6%	17%	-2.0%	-3%	i	i	i	-3%	i	i	-2%
Cc1ccc(C)c(Nc2ncnc3nc[nH]c23)c1	-0.8%	-5%	-0.8%	2%	x	x	x	3%	x	x	x
CC(=O)c1ccc(NC(=O)c2ccc(S(=O)(=O)N3CCCC3)cc2)cc1	0.4%	u	-2.4%	-1%	9.5e-08M*	i	8.5e-08M*	2%	i	i	82%[activator]
CCOC(=O)CSc1nc2ccccc2c(=O)n1Cc1ccco1	-1.9%	u	1.6%	1%	i	u	i	-4%	u	i	-2%
O=C(O)CCCC[C@H]1SC[C@H]2NC(=O)N[C@@H]21	-0.5%[34.4 µM]	-4%[25.6 µM]	-1.8%[34.4 µM]	0%[25.7 µM]	i	u	i	2%[25.7 µM]	i	i	4%[17.1 µM]
CCN(CC)S(=O)(=O)c1ccc(NC(=O)CN(c2cccc(F)c2)S(C)(=O)=O)cc1	-2.2%	-13%	0.7%	1%	i	i	i	-2%	i	i	26%
CCCn1c(-c2ccc(F)cc2)nc2c(N3CCN(C)CC3)nc(C)nc21	-0.4%	16µM*	-2.1%	1%	x	x	x	-1%	x	x	x
Cc1nc(CCNS(=O)(=O)c2cccs2)cs1	0.0%	2%	-0.9%	2%	i	i	i	1%	i	i	4%
Cc1cc(NC(=O)CSc2nc3c(c(=O)n2-c2ccccc2)SC(C)C3)no1 (stereo unspecified)	1.0%	-5%	-1.9%	-3%	x	x	x	1%	x	x	x
O=C1COc2ccc(-c3csc(NCC4CCCO4)n3)cc2N1 (stereo unspecified)	-0.8%	-29%	-0.9%	-2%	i	i	i	-2%	i	i	9%
Cc1ccc(-n2nc3c([n+]2[O-])CCc2c-3no[n+]2[O-])cc1	-1.1%	2%	-1.8%	0%	i	u	i	0%	i	i	2µM*
CSc1nc2cc(S(=O)(=O)N3CCCCC3)ccc2s1	0.0%[15.4 µM]	12%[11.4 µM]	-0.8%[15.4 µM]	-1%[11.5 µM]	i	i	i	-1%[11.5 µM]	i	i	x
CCCOCC1CC2(SC(=Nc3ccc(C)cc3)NC2=O)C(=O)O1 (stereo unspecified)	-1.9%	7%	-3.6%	0%	i	i	i	0%	u	i	9%
Cc1cc(C)c(C(=O)CC2(O)C(=O)Nc3ccccc32)cc1C (stereo unspecified)	1.3%	6%	-1.6%	-3%	i	i	i	3%	i	i	6%
C[N@@+]1(Cc2ccc(Cl)c(Cl)c2)CCC[C@@H]1c1ccc[n+](Cc2ccc(Cl)c(Cl)c2)c1	-0.9%[15.4 µM]	-8%[11.4 µM]	-2.8%[15.4 µM]	3%[11.5 µM]	i	u	i	-5%[11.5 µM]	i	i	x
O=c1c2cnn(-c3ccccc3)c2ncn1/N=C/c1ccncc1	0.6%	-7%	-3.0%	2%	i	u	i	0%	i	i	3%
CC(=O)c1cc(Cc2csc(C(C)=O)c2)cs1	-0.9%	12%	-0.2%	-1%	x	x	x	1%	x	x	3%
COc1ccc(CCNc2oc(Cc3cccc4ccccc34)nc2C#N)cc1OC	-0.2%	23%	3.0%	-6%	i	i	i	-7%	i	i	12%
COc1ccccc1Oc1coc2c(CN3CCN(C)CC3)c(O)ccc2c1=O	0.0%	6%	-3.9%	-18%	6.8e-07M*	i	9.5e-07M*	-18%	i	i	-2%
O=C(NCN1CCCCC1)c1cnccn1	-2.0%	-2%	-1.3%	-3%	i	i	i	1%	i	i	-6%
CCOc1ccccc1N1CCN(CC(O)COc2ccc3c(C)cc(=O)oc3c2)CC1 (stereo unspecified)	0.6%	-36%[inhibitor]	2.0%	-1%	u	i	u	0%	i	i	31%[activator]
CC1(C)N=C2C(=[N+]1[O-])CCC/C2=N\O	-0.6%	9%	-0.2%	0%	x	x	x	0%	x	x	-4%
CCOC(=O)c1nn(-c2c(C)n(C)n(-c3ccccc3)c2=O)cc1O	-0.6%	-8%	-0.6%	-2%	i	i	i	1%	i	i	-2%
Cc1cc(C)cc(NS(=O)(=O)c2ccc3[nH]c(=O)[nH]c3c2)c1	0.9%	1%	-0.8%	-1%	i	u	i	0%	i	i	7%
COC(=O)[C@@]1(Cc2ccc(F)cc2)[C@@H]2[C@@H](CC(=O)[C@H]2CC(=O)C(=O)N2CCCC2)CN1C(=O)c1ccccc1	-5.7%	19%	-2.2%	-2%	x	x	x	-3%	x	x	x
COc1cc(C2c3[nH]c4ccccc4c3CC3C(=O)N4C(Cc5c([nH]c6ccccc56)C4c4cc(OC)c(OC)c(OC)c4)C(=O)N32)cc(OC)c1OC (stereo unspecified)	-1.4%[15.4 µM]	-3%[11.4 µM]	-1.8%[15.4 µM]	0%[11.5 µM]	x	x	x	-1%[11.5 µM]	x	x	x
COC(=O)COc1ccc(C(=O)OC)cc1	-0.1%	3%	0.6%	0%	i	i	i	2%	u	i	-2%
CC(C)(C)C(=O)Nc1ccccc1N1CCN(C(=O)c2ccc(Cl)cc2)CC1	-3.1%	u	-2.3%	-2%	i	i	u	-2%	i	i	38%[activator]
COc1ccc(C2=[N+]([O-])C(C)(C)N(O)C2(C)C)cc1	-0.7%	1%	-0.1%	0%	x	x	x	0%	x	x	-2%
O=C(NCCN1CCOCC1)c1cc2sccc2n1Cc1ccc(F)cc1	1.0%	17%	-2.2%	0%	x	x	x	-1%	x	x	x
C=CCNc1nc2c(c(=O)n(C)c(=O)n2C)n1CC	1.2%	-1%	-2.2%	-3%	x	x	x	1%	x	x	x
CCCNC(=O)OC[C@@H]1O[C@H](CCO/N=C(\C)CCC(=O)OC[C@@H]2O[C@H](c3ccccc3)C=C[C@@H]2Oc2ccc(OC)cc2)C=C[C@@H]1Oc1ccc(OC)cc1	1.6%[15.4 µM]	-7%[11.4 µM]	0.5%[15.4 µM]	-3%[11.5 µM]	x	x	x	2%[11.5 µM]	x	x	x
CN(C)Cc1c(C#N)c2ccccc2n1C	0.9%	6%	0.1%	0%	u	u	u	-1%	i	i	-4%
CCC(C)NC(=O)Cn1cc2c(n1)CCC(C)C2 (stereo unspecified)	0.9%	1%	-2.7%	1%	x	x	x	0%	x	x	x
CCCc1nnc(NC(=O)CN2C(=O)C3C4C=CC(C4)C3C2=O)s1 (stereo unspecified)	-3.9%	4%	-4.8%	0%	i	i	i	-2%	i	i	-1%
O=C(c1ccncc1)N1CCC2(CCN(Cc3nccs3)CC2)CC1	-0.4%	9%	-2.7%	-8%	i	i	i	1%	i	i	-5%
O=C(NCCN1CCCC1)c1ccc(Cc2nc3ccccc3[nH]2)cc1	-0.4%	-9%	-1.9%	-3%	x	x	x	2%	x	x	x
CC(C)(C)NC(=O)NC(=O)Cn1cc(C(F)(F)F)ccc1=O	-1.3%	-1%	-2.0%	-1%	i	i	i	-1%	i	i	7%
Cc1oc(C)c(C(=O)O)c1COc1ccc(C(=O)O)cc1	0.8%	3%	1.3%	-1%	i	i	i	0%	i	i	-7%
CCOC(=O)c1c(-c2ccccc2)c(C(C)=O)c(=O)n(C)c1C	-0.2%	10%	-1.3%	0%	x	x	x	-2%	x	x	x
CCOc1ccc(OCCN2C(=O)NC3(CCCc4ccccc43)C2=O)cc1 (stereo unspecified)	0.9%	14%	-0.2%	2%	i	i	i	-1%	u	i	8%
Cc1ccc(C(=O)Nc2ccccc2C(N)=O)o1	-1.5%	18%	-0.9%	0%	i	i	i	1%	i	i	1%
COC(=O)c1ccccc1NC(=O)NCc1ccccn1	0.0%	4%	-3.5%	-1%	i	u	i	1%	u	i	0%
Cc1cc(C)c(NC(=O)CCCN2CCN(C)CC2)c(C)c1	0.8%	27%	-1.3%	1%	i	u	i	0%	i	i	7%

Entries from the list above that have a furan ring, fused or not (3):
SMILES	BRCT PPI red	HEK293 cAMP ctrl	BRCT PPI green	Casp1 inh	4MU fluor	Fluorescein autfl	A350 fluor	Caspase-7 inhib	Texas Red fluor	Rhodamine fluor	USP2a inh
CCOC(=O)CSc1nc2ccccc2c(=O)n1Cc1ccco1	-1.9%	u	1.6%	1%	i	u	i	-4%	u	i	-2%
Cc1oc(C)c(C(=O)O)c1COc1ccc(C(=O)O)cc1	0.8%	3%	1.3%	-1%	i	i	i	0%	i	i	-7%
Cc1ccc(C(=O)Nc2ccccc2C(N)=O)o1	-1.5%	18%	-0.9%	0%	i	i	i	1%	i	i	1%

Some of the compounds tested; count on the stated rates, not on these rows.
